COUP-TFII inh – NR2F2 transcriptional activity inhibitors, primary screen, cell-based, luciferase reporter, HEK293T, luminescence. HEK293T NGFI-A luciferase reporter. inhibition, % at 8.6 µM. actives 0.7% (n = 370,000);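 active = inhibition above a per-plate cutoff, mean inhibition of test wells between control levels plus 3 SD, cut at about 38% in these data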;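 also: cells cotransfected with COUP-TFII expression vector driving the NGFI-A reporter; 0% = median of COUP-TF2 test wells and 100% = reporter-only cells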
ABHD5 PLIN5 PPI – ABHD5-PLIN5 interaction inhibitors, primary screen, cell lysate, split luciferase complementation, luminescence; Split G. princeps luciferase complementation, 4 h; inhibition, % at 4 µM; actives 0.78% (n = 360,000); AID 602281, 2012;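 active = inhibition above the mean inhibition across every tested compound plus 3 SD, cut at about 22% in these data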;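 also: 0% = DMSO only wells and the 100% control is not disclosed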
TLR9-MyD88 inh – inhibitors of TLR9-MyD88 association in cells, primary screen, cell-based, CHO, BLA complementation, fluorescence. Toll-like receptor 9 (Homo sapiens) + Myeloid differentiation primary response protein …. CCF4 FRET ratio. inhibition, % at 4.98 µM. actives 0.21% (n = 340,000);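 active = inhibition above the mean over all tested compounds plus 3 SD, cut at about 21% in these data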;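 also: 0% = DMSO only wells and 100% = clavulanate BLA inhibitor control wells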
MC4R antagonist – MC4R antagonists of cAMP signaling, primary screen, cell-based, TR-FRET, antagonist arm of biased-ligand search; Melanocortin receptor 4 (Homo sapiens), P32245; MC4R-expressing cells, MTII-stimulated cAMP, LANCE TR-FRET; inhibition, % at 6.5 µM; actives 0.48% (n = 360,000); AID 540295, 2011;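 active = inhibition above its plate's cutoff, the mean of tested wells on that plate plus 3 SD, cut at about 29% in these data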;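 also: 0% = Melanotan II alone and 100% = Melanotan II plus saturating MCL0020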
Target sequence (P32245 whole entry, looked up): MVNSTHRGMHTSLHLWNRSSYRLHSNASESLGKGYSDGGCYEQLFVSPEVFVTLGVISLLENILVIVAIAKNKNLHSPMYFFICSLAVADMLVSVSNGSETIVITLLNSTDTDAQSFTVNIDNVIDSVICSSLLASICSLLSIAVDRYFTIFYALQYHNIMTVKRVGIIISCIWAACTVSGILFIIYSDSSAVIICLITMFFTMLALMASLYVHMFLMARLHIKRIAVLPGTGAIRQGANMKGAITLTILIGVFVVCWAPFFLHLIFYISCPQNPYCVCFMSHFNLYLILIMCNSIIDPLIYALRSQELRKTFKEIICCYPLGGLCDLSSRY
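Assay system: human MC4R-expressing U2OS cells; reagent: Melanotan II stimulation of cells; dosing: 6.5 µM single dose; timing: compound 30 min, challenge 1 h, detection 1 h; signal: TR-FRET cAMP assay; replicates: one well per compound, no replicates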
SRC2 inh – inhibition of GAL4-SRC2 driven luciferase reporter, primary screen, SRC2 inhibitor project, cell-based, luminescence. HEK293 GAL4-SRC2 luciferase reporter. actives 0.17% (n = 370,000). inhibition, % at 9 µM. AID 651957, 2012;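 active = inhibition above the mean inhibition of all tested compounds plus 3 SD, set per campaign, cut at about 52% in these data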;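 also: 0% = DMSO treated cells and 100% = cells given Gossypol at 36 µM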
NOD2 RIPK2 PPI – NOD2-RIPK2 binding disruptors in cells, primary screen, fluorescence, CHO cells, BLA complementation | inhibition, % at 4.98 µM | CCF4 ratio | Receptor-interacting serine/threonine-protein kinase 2 (Homo sapiens), O43353 | actives 0.38% (n = 360,000); in the data active = inhibition above about 21%;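 also: 0% = vehicle only and 100% = reference blocker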
Target sequence (O43353 whole entry, looked up): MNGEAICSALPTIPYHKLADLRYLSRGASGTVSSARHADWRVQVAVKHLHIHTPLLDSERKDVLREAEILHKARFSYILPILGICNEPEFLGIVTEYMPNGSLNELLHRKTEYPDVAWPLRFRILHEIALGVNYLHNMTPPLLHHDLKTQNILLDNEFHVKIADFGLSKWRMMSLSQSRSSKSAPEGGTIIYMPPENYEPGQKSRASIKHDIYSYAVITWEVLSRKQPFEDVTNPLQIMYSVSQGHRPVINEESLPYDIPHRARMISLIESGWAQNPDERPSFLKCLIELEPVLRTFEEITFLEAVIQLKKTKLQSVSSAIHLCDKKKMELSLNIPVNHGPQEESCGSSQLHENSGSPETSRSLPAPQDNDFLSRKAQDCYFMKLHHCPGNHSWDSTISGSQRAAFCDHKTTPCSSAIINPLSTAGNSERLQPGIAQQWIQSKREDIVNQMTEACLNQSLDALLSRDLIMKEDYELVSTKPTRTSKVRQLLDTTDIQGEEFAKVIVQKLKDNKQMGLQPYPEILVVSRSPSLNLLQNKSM
NR5A2 inv ag – LRH-1 (NR5A2) inverse agonists, primary screen, cell-based, luminescence, HEK293T, StAR-luciferase reporter; inhibition, % at 3.6 µM; actives 0.13% (n = 360,000); AID 602396, 2012; LRH-1 transfected, 24 h;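 active = inhibition above the mean inhibition of all tested compounds plus 3 SD, cut at about 73% in these data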;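 also: 0% = DMSO wells and 100% = reporter-only cells lacking LRH-1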
NCOA1 inh – SRC1 coactivator transcriptional activity inhibitors, primary screen, cell-based, luminescence | Nuclear receptor coactivator 1 (Homo sapiens), Q15788 | HEK293 GAL4-SRC1 luciferase reporter | inhibition, % at 3.6 µM | actives 0.12% (n = 360,000) | AID 588354, 2011;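 active = inhibition above the campaign mean plus 3 SD, with each screening campaign given its own cutoff, cut at about 60% in these data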;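 also: 0% = DMSO treated cells and 100% = gossypol at 36 µM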
LMP1 NFkB inh – EBV LMP1-driven NF-kappaB luciferase reporter inhibitors, primary screen, cell-based, luminescence, single point; LMP1-induced NF-kappaB luciferase reporter cells; inhibition, % at 12.5 µM; actives 0.69% (n = 350,000); in the data active = inhibition above about 41%;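 also: 0% = neutral control wells and 100% = reference inhibitor control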
NCOA3 inh – SRC3 coactivator transcriptional activity inhibitors, primary screen, cell-based, luminescence. HEK293 GAL4-SRC3 luciferase reporter. actives 0.17% (n = 360,000). Nuclear receptor coactivator 3 (Homo sapiens), Q9Y6Q9. inhibition, % at 3.6 µM;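 active = inhibition above a per-campaign cutoff, the mean of all compounds plus 3 SD, cut at about 60% in these data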;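 also: 0% = DMSO-treated cells and 100% = gossypol-treated cells at 36 µM; higher means less SRC3-driven luciferase light from the GAL4 reporter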
MC4R ag barr – MC4R agonists recruiting beta-arrestin, primary screen, cell-based, luminescence, agonist arm of biased-ligand search; Melanocortin receptor 4 (Homo sapiens), P32245; actives 0.98% (n = 360,000); activation, % at 8.9 µM; U2OS MC4R beta-arrestin complementation; percent of melanotan II response, DMSO zero; AID 540308, 2011;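 active = activation above a per-plate cutoff, the mean activation of sample wells on that plate plus 3 SD, cut at about 8% in these data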
Active calls of the source: *; . = no result given. The list is partial; count on the stated rates, not on these rows.

SMILES	COUP-TFII inh	ABHD5 PLIN5 PPI	TLR9-MyD88 inh	MC4R antagonist	SRC2 inh	NOD2 RIPK2 PPI	NR5A2 inv ag	NCOA1 inh	LMP1 NFkB inh	NCOA3 inh	MC4R ag barr
COC(=O)c1cnc2ccccc2n1	1	5	2	9	16	-4	-5	-24	-2	18	0.8
Cc1noc(NS(=O)(=O)c2ccc(N3CC(O)=C(c4ccccc4)C3=N)cc2)c1C	6	-4	-4	-4	-13	2	-9	-37	-3	-7	-0.3
COc1ccc(/C=C/C(=O)N2CCC(c3ccccc3)C2)cc1 (stereo not given)	-10	5	-8	-5	13	-7	6	-4	5	16	-1.0
CCOc1cc(/C=C(/C#N)C(=O)Nc2ccc(OC)cc2)ccc1OCc1ccc(C(=O)O)cc1	3	5	-2	-2	-2	1	-2	3	3	6	-1.2
CCCCn1cnc2c([nH]c3ccccc32)c1=O	-13	-6	1	-1	-66	-6	-19	-25	1	-11	-1.6
O=C(c1cccs1)n1nc(-c2ccccc2)nc1NCc1ccco1	-5	-2	-3	6	-25	-9	6	-7	-2	-12	0.4
COc1ccc(S(=O)(=O)n2nc(OC(=O)c3cccs3)cc2NC(=O)c2cccs2)cc1	-3	-5	-8	8	-30	-1	-6	-40	3	-7	-1.7
CCN(CC)C(=O)C1=C(C)N(Cc2ccc(C(C)(C)C)cc2)C(=O)C(CC(=O)NC2CCCCC2)C1 (stereo not given)	13	8	6	8	-1	4	17	-5	-8	-22	0.6
CCC(C)(C)NC(=O)C(c1ccc(F)cc1)N(Cc1ccco1)C(=O)c1snc(C(N)=O)c1N (stereo not given)	5	0	7	18	2	1	-8	-19	-4	16	-0.6
COCCN(C(=O)c1ccccc1)c1nc(-c2ccc(OC)cc2)cs1	15	-2	-7	20	-7	-2	-4	3	-6	-12	-0.3
CCC(C(=O)OCCOCCN(CC)CC)c1ccccc1 (stereo not given)	4	12	.	0	17	-12	12	11	.	10	-0.8
CCN1C(=O)[C@H]2[C@@H](c3ccc(C)cc3)N3C(=O)N(c4cccc(Cl)c4)C(=O)[C@@]3(C)[C@H]2C1=O	-3	-3	-8	7	-17	-5	-12	3	7	-4	0.5
CC(/C=N/N1CCN(c2ccccc2)CC1)=C\c1ccco1	-29	-9	-3	-2	-23	-8	-93	-63	-9	-89	1.7
Cc1c(Cl)cccc1NC(=O)CSc1nncn1-c1ccccn1	9	6	-5	-1	14	-7	2	1	0	11	0.6
COc1ccc(NC(=O)c2cc(-c3ccncc3)nc3ccc(Br)cc23)cc1OC	5	9	0	7	-17	6	-10	3	1	11	-0.5
COCCN1C(=O)CCC1(C)C(=O)NC1CCCC1 (stereo not given)	3	-11	.	.	12	-11	2	17	.	-1	.
Cc1ccc(S(=O)(=O)C(C#N)c2nc3ccccc3nc2N2CC(C)OC(C)C2)cc1C (stereo not given)	6	-8	9	5	5	12	18	2	5	-6	1.0
CC1(C)C(=O)C2(CCCC2)C(=O)OC1c1ccco1 (stereo not given)	-6	-5	-5	-3	-7	0	-4	7	-1	-18	-0.5
Cc1ccc([C@H]2N[C@]3(CCCN(Cc4ccccc4)C3=O)[C@H]3C(=O)N(Cc4ccccc4)C(=O)[C@@H]23)cc1	4	-3	-1	4	15	-1	-2	-11	4	10	-0.2
COc1ccc(C(C)(C)C)cc1NC(=O)CCNC(=O)c1ccco1	-1	-5	-1	13	1	0	-7	0	10	17	-1.5
COc1ccc2c(CSc3nnc(-c4cccnc4)n3-c3ccccc3F)cc(=O)oc2c1	-36	6	11	1	-31	-9	-12	-1	2	17	-1.3
COc1ccccc1NCCC(=O)OCC(=O)NC1CCCCC1	-4	0	-11	19	9	-1	2	-8	-10	-7	-2.1
CCOC(=O)c1cc2cc(-c3c(C(=O)OCC)oc4cc(O)cc(O)c4c3=O)ccc2o1	-7	-11	-8	-22	3	1	-12	7	0	-10	1.9
Cc1ccc(NC(=O)c2cnccn2)cc1S(=O)(=O)N1CCCCCC1	-7	-3	2	4	3	4	-8	0	-5	5	-1.8
CCOc1cc(NC(=O)c2ccccn2)c(OCC)cc1NC(=O)CC(C)C	4	3	0	1	5	-10	-3	-25	21	14	-1.0
Additional records follow.
SMILES	COUP-TFII inh	ABHD5 PLIN5 PPI	TLR9-MyD88 inh	MC4R antagonist	SRC2 inh	NOD2 RIPK2 PPI	NR5A2 inv ag	NCOA1 inh	LMP1 NFkB inh	NCOA3 inh	MC4R ag barr
CC1(C)CC(NC(=O)C23CCC(C)(C2Br)C3(C)C)CC(C)(C)N1 (stereo not given)	-4	7	-8	21	-7	-2	4	11	-10	-5	-2.7
O=C(Cc1cccc2ccccc12)NN1C(=O)/C(=C\c2cccnc2)SC1=S	-5	-8	-5	15	5	2	-8	-14	3	15	1.5
COc1cc(CNn2nnnc2N)cc(Br)c1OCC(=O)NC(C)(C)C	6	5	2	3	5	-2	-2	-6	6	17	-2.3
Cc1ccc(Oc2ncc(-c3ccc(Cl)cc3)cn2)cc1	-11	0	-4	-3	-9	-1	-16	-16	-7	-3	-2.1
CCOc1ccc(CN2CCC(n3nccc3NC(=O)C3CC3)CC2)cc1CO	3	6	-10	-2	-15	-5	-2	10	-1	1	-1.4
Cn1cccc1/C=N/NC(=O)c1sc2ccccc2c1Cl	-14	-1	-4	7	-4	-3	-20	-54	-2	-43	-0.6
Fc1ccc(N2CCN(C3=Nc4cccc5cccc3c45)CC2)cc1	1	0	4	3	-25	6	-42	-6	0	-20	-0.4
O=C(O)C(CCc1ccccc1)(Cc1ccccc1)C(=O)O	-3	-2	3	16	2	3	-8	3	-5	0	0.7
CC(=O)c1cccc(NC(=O)C(C)OC(=O)c2cccc(S(=O)(=O)N3CCN(C)CC3)c2)c1 (stereo not given)	3	5	1	2	3	9	1	5	2	9	0.2
NCCNc1ccc(C(=O)N2c3ccccc3Sc3ccccc32)cc1[N+](=O)[O-]	-11	18	3	6	14	19	7	-4	-1	-9	4.6
Cc1ccc(S(=O)(=O)Nc2nc(C)c(C)s2)cc1	-12	4	-1	2	-1	-8	3	5	6	13	-1.0
Cc1ccc(C2C(C(=O)c3cc4ccccc4o3)=C(O)C(=O)N2c2cc(C)on2)cc1 (stereo not given)	-4	-11	2	32*	-22	-9	-11	-33	3	-20	-1.1
COCCn1c(=NC(=O)CSC(C)=O)sc2cc(F)ccc21	6	-19	0	3	-21	-1	-3	-14	5	6	-0.6
COc1ccc(NC(=O)c2c(OC)cccc2OC)c(OC)c1	0	-3	-4	-1	3	6	24	-33	8	27	2.5
COc1ccc(-c2nc(CS(=O)(=O)CC(=O)NC3CCCCCC3)c(C)o2)cc1	7	-2	-5	4	-18	3	-11	2	8	-2	0.1
Cc1nc2ncnn2c(C)c1CCC(=O)NCc1ccccc1	1	3	4	0	-10	-7	-16	-16	-10	13	-2.6
O=C(Nc1nc2ccc(F)cc2s1)C1CCCO1 (stereo not given)	-39	5	6	1	-33	-3	-78	-78	-24	-46	-0.8
CCOC(=O)c1oc2ccccc2c1NC(=O)CCl	5	-1	-9	18	-5	-5	-7	14	0	2	0.2
Cc1ccc(S(=O)(=O)NCC(=O)NNC(=O)c2ccccc2Cl)cc1C	-17	0	4	10	-13	-1	12	-3	2	7	-0.9
CC(C)CNC(=O)C1(C)CCCN1C(=O)c1ccncc1 (stereo not given)	7	4	.	3	7	-4	6	-17	.	-13	1.1
CCn1ncc(S(=O)(=O)NCc2ccccc2Cl)c1C	7	-3	4	3	-10	-2	0	4	-2	-2	-2.8
CC(=O)c1cn(Cc2ccccc2)c(=O)[nH]c1=O	12	0	-5	0	19	-7	9	14	-27	9	-0.8
CN(C)c1ccc(/C=N/NS(=O)(=O)c2ccc(Br)cc2)cc1	-6	-7	8	-1	-11	4	3	6	-19	-2	6.2
COc1cc(NC(=O)Cn2nc(-c3ccc(F)cc3)ccc2=O)ccc1-n1cnnn1	15	8	9	10	-1	9	2	0	2	-3	-5.0
COc1ccc(-n2nc(C(=O)NCC(=O)Nc3cc(C)ccc3OC)c3ccccc3c2=O)c(OC)c1	-19	0	6	3	-8	-22	-4	-3	5	1	2.1
New compounds follow.
SMILES	COUP-TFII inh	ABHD5 PLIN5 PPI	TLR9-MyD88 inh	MC4R antagonist	SRC2 inh	NOD2 RIPK2 PPI	NR5A2 inv ag	NCOA1 inh	LMP1 NFkB inh	NCOA3 inh	MC4R ag barr
Cc1cc(NS(=O)(=O)c2ccc(NC(=O)CCN3C(=O)c4ccccc4C3=O)cc2)no1	.	6	6	7	.	-2	-3	10	0	10	-0.2
COc1ccc2ccc(OC)c(/C=N/NC(=O)c3cc4ccccc4o3)c2c1	6	-9	-11	-21	3	3	-8	12	4	-15	2.1
COc1ccc2nc(N3CCCC(O)C3)c(C#N)cc2c1 (stereo not given)	-38	5	17	-2	-15	3	-4	-85	-13	-16	-0.2
O=c1cc(-c2ccc(O)cc2)oc2c(C3O[C@H](CO)[C@@H](O)[C@H](O)[C@H]3O)c(O)cc(O)c12 (stereo not given in full)	-1	4	-4	0	2	-20	20	-27	-3	-3	-1.3
C=C(C)C1CC=C(C)/C(=N/NC(=O)c2ccoc2C)C1 (stereo not given)	-45	-4	3	8	-70	-2	-115	-137	-10	-75	-1.6
Cc1ccc(C2=[N+]([O-])C(C)(C)N(O)C2(C)C)cc1	-5	3	-2	-1	3	1	8	1	-14	25	0.5
O=C(O)c1ccc2c(=O)n3c(nc2c1)/C(=C/c1ccccc1OC(F)F)CC3	-3	1	2	-9	-2	4	12	5	-6	1	-1.2
CCc1nnc(NC(=O)c2ccc(S(=O)(=O)N3CCCCC3C)cc2)s1 (stereo not given)	7	2	6	7	-17	-5	-8	-10	2	11	-1.1
Cc1ccc(C2/C(=C(/O)c3ccc(OC(C)C)cc3)C(=O)C(=O)N2CCN2CCOCC2)cc1 (stereo not given)	-1	13	0	4	4	-17	9	12	-4	7	-1.3
CCCCC(=O)Oc1cc(C)[nH]c(=O)c1[N+](=O)[O-]	-5	2	-5	6	-1	-16	10	-2	-3	5	-0.3

From PubChem
